HCMV antiviral: human cytomegalovirus inhibition. HFF cells, HCMV-luciferase reporter, 72 h; active compounds read low. activity change, negative = inhibition, % at 57.5 µM. 4.5% of 410,000 active. AID 1259415; in the data active = activity change below about -60%; inconclusive = no clear call, values can overlap the other calls; inactive = above about -39%
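Steps: HFFs plated, 16 h 37C; compounds added; HCMV-luciferase added to MOI 1 PFU/cell; 72 h 37C; OneGlo reagent, 5 min room temperature; luminescence read, normalized to controls.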
HCV inh: HCV inhibition; Huh7.5.1 HCVcc-Cre infection, luciferase reporter, 44 h; Potency, µM (doses to about 41.8 µM), for the others: at the highest dose activity change, negative = inhibition, most hits filed as inhibitors; 3.4% of 340,000 active; also: potency is read from the fitted curve at half-maximal effect
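A cell-based infection assay in which seeded cells (1,000 per well) receive test compound after 4 h, are inoculated with HCVcc-Cre at approximately 0.5 moi, and are incubated 44 h before luminescence detection.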
FBPA Giardia inh: Giardia lamblia aldolase inhibition. A8B2U2. purified Giardia FBPA. Potency, µM (titrated, usually from 59.6 µM), without a hit: top-dose activity, negative = inhibition, usual class: inhibitors. 0.71% of 290,000 active. AID 2451; also: potency is read from the fitted curve at half-maximal effect; nearly all actives have a fitted effect of over 55% in size
Target sequence (A8B2U2 whole entry, looked up): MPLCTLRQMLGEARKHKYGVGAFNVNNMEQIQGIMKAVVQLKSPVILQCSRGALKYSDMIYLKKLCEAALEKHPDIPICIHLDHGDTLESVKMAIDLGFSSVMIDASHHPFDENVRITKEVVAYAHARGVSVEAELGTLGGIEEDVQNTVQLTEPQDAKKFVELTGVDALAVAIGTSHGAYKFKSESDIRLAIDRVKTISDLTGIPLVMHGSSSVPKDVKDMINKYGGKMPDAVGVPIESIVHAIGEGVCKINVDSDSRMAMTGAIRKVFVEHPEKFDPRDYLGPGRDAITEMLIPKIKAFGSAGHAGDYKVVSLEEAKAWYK
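40 nM FBPA preincubated 10 min at RT with compound (up to 57.5 uM final), then substrate plus GAPDH/TPI/NAD/arsenate coupling and diaphorase/resazurin added. Fluorescence read after 20 min at RT, 525/598 nm.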
AmpC no deterg: blocks E. coli AmpC beta-lactamase in detergent-free assay; P00811; Potency, µM (titrated, usually from 57.1 µM), without a hit: top-dose activity change, negative = inhibition, actives largely listed as inhibitors; AmpC nitrocefin hydrolysis, absorbance 480 nm, 0.0001% Triton; 0.52% of 330,000 active;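 also: potency is read from the fitted curve at half-maximal effect; plate controls were no compound for no effect and no enzyme for full effect; nearly all actives have a fitted effect of over 20% in size; some results filed as inactive show a strong effect at the top dose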
Target sequence (P00811 whole entry, looked up): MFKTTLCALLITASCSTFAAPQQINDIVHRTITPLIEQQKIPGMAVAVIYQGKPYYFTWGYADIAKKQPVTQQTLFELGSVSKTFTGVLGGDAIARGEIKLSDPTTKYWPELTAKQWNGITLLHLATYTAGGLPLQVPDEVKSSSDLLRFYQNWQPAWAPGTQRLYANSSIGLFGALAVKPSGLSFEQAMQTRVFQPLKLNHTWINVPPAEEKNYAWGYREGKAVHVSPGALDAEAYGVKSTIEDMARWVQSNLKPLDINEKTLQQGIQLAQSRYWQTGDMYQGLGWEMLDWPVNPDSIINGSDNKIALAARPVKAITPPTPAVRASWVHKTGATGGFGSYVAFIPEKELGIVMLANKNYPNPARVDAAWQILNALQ
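20 mM phosphate pH 7.0 + 0.01% (detergent screen) or 0.0001% Triton X-100; 5.3 nM AmpC reagent; cpd preinc 15 min RT; nitrocefin (800 uM stock) to start; A480 q20 s × 4 min; Activity was normalised to no-enzyme and no-compound control wells.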
Sm TGR inh: S. mansoni TGR enzyme inhibition; Q962Y6; purified TGR, DTNB reduction, TNB absorbance 405 nm; Potency, µM (titrated, usually from 114 µM), without a hit: at the top dose activity change, negative = inhibition, most hits filed as inhibitors; 3% of 360,000 active; AID 485364; also: potency is read from the fitted curve at half-maximal effect; nearly all actives have a fitted effect of over 60% in size
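Kinetic colorimetric format: TGR-catalysed, NADPH-driven DTNB reduction monitored via TNB absorbance. Enzyme dispensed at 20 nM; compound exposure 15 min at room temperature before reaction start.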
AmpC detergent: blocks E. coli AmpC beta-lactamase in detergent assay; P00811; AmpC hydrolysis of nitrocefin, absorbance 480 nm, 0.01% Triton; Potency, µM (top dose mostly 114 µM), inactives show top-dose activity change, negative = inhibition, hits mostly inhibitors; 0.041% of 370,000 active; AID 485294;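 also: potency is read from the fitted curve at half-maximal effect; 0% = no-compound wells and -100% = no-enzyme wells; nearly all actives have a fitted effect of over 25% in size; some results filed as inactive show a strong effect at the top dose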
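AmpC (5.3 nM in the dispensed reagent) in 20 mM phosphate pH 7.0 with 0.01% (detergent screen) or 0.0001% Triton X-100 was preincubated with compounds for 15 min at room temperature. Nitrocefin was then added from an 800 uM solution, and hydrolysis was followed at 480 nm.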
Active calls of the source: *; u = inconclusive; x = no result given; & = joins results of further samples; [ ] = dose if it differs, or a comment. Unless noted, calls follow the shape of the dose curve; as a rule, active = well fitted curve in the direction sought with a large enough effect; inconclusive = small, poorly fitted or top-dose-only effect, or another doubt; inactive = no such curve, though single readings can be large; an effect the other way counts as inactive or inconclusive. Unless noted, % is scaled to controls: 0 for no effect and ±100 for the full control effect.

#	SMILES	HCMV antiviral	HCV inh	FBPA Giardia inh	AmpC no deterg	Sm TGR inh	AmpC detergent
1	COc1ccc(CC(=O)N2CC(C)CC(C)C2)cc1OC (stereo not drawn)	-27.9	11.3%	5.3%	5.5%	1.3%	-2.9%
2	CC(=O)c1cccc(NC(=O)N2C3CCC2CC(NC(=O)Nc2ccccc2)C3)c1 (stereo not drawn)	28.2	6.3%	1.7%	-37.6%	-3.6%	2.0%
3	CC(C)NS(=O)(=O)c1ccc(OCC(=O)NCCC2=CCCCC2)cc1	7.9	-8.0%	1.9%	18.3%	-20.5%	1.6%
4	CCS(=O)(=O)N1CCC(NC(C)=O)(c2ccccc2)CC1	-3.9	-10.2%	5.6%	-8.4%	2.8%	-12.7%
5	COc1ccc(OC)c(N(CC(=O)Nc2cccc(C(F)(F)F)c2)S(C)(=O)=O)c1	-38.2	-0.5%	-7.5%	85.5%[activator]	x	-6.1%
6	CC(=O)Nc1ccc(S(=O)(=O)Nc2cccc3[nH]ncc23)cc1	u	u	5.8%	-11.4%	1.4%	u
7	CCN1CCN(CCCNC(=O)c2cc3c(=O)n(CC)c4ccccc4c3s2)CC1	u	x	x	x	-29.8%	11.9%
8	Cn1c(=O)oc2cc(S(=O)(=O)NC(CC(=O)O)c3cccc(Br)c3)ccc21 (stereo not drawn)	4.2	x	x	x	-12.6%	7.6%
9	CC(C)(C)c1csc(N(CCC#N)CCC#N)n1	15.3	13.5%	0.3%	5.3%	-1.3%	u
10	CCOc1ccc(-n2cnnn2)cc1S(=O)(=O)NCc1ccccc1	-3.5	5.9%	-0.4%	-6.3%	3.0%	u
11	O=C(/C=C/c1ccccc1Cl)Nc1cccnc1	75.7	-4.0%	-5.3%	-9.1%	-19.5%	-10.9%
12	CC(NC(=O)C(=O)NN=C1CCCCCC1)c1ccccc1 (stereo not drawn)	-11.4	-1.6%	2.1%	-18.9%	-15.6%	-13.1%
13	COc1ccc(-n2cnc(N)c2C(=O)c2cccc([N+](=O)[O-])c2)cc1	-67.1*	0.3%	2.5%	-20.5%	-2.8%	2.4%
14	COc1ccc(N2CC(C(=O)Nc3nnc(SCc4cccnc4)s3)CC2=O)cc1 (stereo not drawn)	u	19.3%	x	-2.2%	-19.1%	4.1%
15	O=C(c1cccs1)N1CCC(c2nc3ccccc3s2)CC1	u	-17.8%	4.8%	-0.6%	-6.1%	-7.0%
16	CCOc1ccc(C(=O)NCC(c2ccc3c(c2)OCO3)N2CCN(c3ccccc3F)CC2)cc1 (stereo not drawn)	11.0	x	x	x	1.9%	7.3%
17	CC1CC(C)CN(CCCNC(=O)c2csc3c2CCCC3)C1 (stereo not drawn)	30.2	u	0.8%	-6.5%	1.2%	-7.7%
18	CC(=O)Nc1ccc2c(c1)nc(CCN1CCN(C)CC1)n2C	2.1	20.1%	-7.1%	-12.2%	-49.1%	-6.9%
19	COCCn1c(SCC(N)=O)nc2c(c1=O)SC(C)C2 (stereo not drawn)	-7.8	1.1%	-2.2%	-16.7%	-24.6%	u
20	Cc1cccc(NCC(=O)N/N=C\c2c[nH]c3ccccc23)c1	-12.0	-16.0%	-3.8%	-42.5%	1.5%	u
21	CC(=O)c1ccc(OC(=O)c2ccc(-n3nc(C)cc3C)cc2)cc1	-6.3	23.3%	-0.5%	-16.2%	2.4%	-5.2%
22	COc1ccc(CNC(=O)CC2C[C@H](C(=O)N(C(C)C)C(C)C)[C@@]3(C)c4[nH]c5ccccc5c4CCN3C2=O)cc1OC (stereo partly drawn)	39.0	u	x	201.3%[activator]	x	x
23	O=C(O)C1C2C=CC(C2)C1C(=O)NCCc1ccccc1 (stereo not drawn)	-14.3	1.8%	5.8%	-14.8%	5.4%	-2.0%
24	COc1ccccc1N/C(=N/S(=O)(=O)c1ccc(C)cc1)c1ccc(Cl)cc1	-22.1	-0.2%	-4.0%	-38.1%	6.0%	-7.2%
25	Cc1cccc(C)c1NC(=O)Cn1cnc2c(=O)n(C)c(=O)n(C)c21	56.0	-2.8%	-1.4%	-15.0%	-0.1%	u
26	CCC(C)n1c(SCC(=O)NC2CCS(=O)(=O)C2)nc2ccccc2c1=O (stereo not drawn)	-5.1	13.9%	x	-2.0%	9.0%	2.9%
27	Clc1ccc(C[n+]2cc(-c3ccccc3)n3c2CCC3)cc1	4.7	6.5%	-3.3%	7.1%	2.0%	0.1%
28	CC(C)C[C@@H](CSc1ccccc1)N1CCN(CCc2ccccc2)CCC1=O	40.1	u	-0.5%	131.3%[activator]	u	-3.0%
29	O=C(Cc1cc(=O)oc2cc(O)ccc12)NCC1CCC(C(=O)O)CC1 (stereo not drawn)	15.2	-8.2%	0.3%	-6.5%	0.0%	u
30	O=C(CNc1cc(S(=O)(=O)N2CCOCC2)ccc1NCC1CCCO1)Nc1ccc(C(F)(F)F)cc1 (stereo not drawn)	-26.6	u	x	65.3%[activator]	-9.6%	u
31	COc1ccc(OC2CCN(S(=O)(=O)c3cccc(F)c3)CC2)cc1	-97.4*	u	-2.3%	-15.0%	-1.6%&-3.0%	-2.7%&1.1%
32	CCOC(=O)c1cccc(NC(=O)CCS(=O)(=O)c2ccc(Br)s2)c1	-31.8&-11.1	-17.7%	-1.5%	-5.0%	-7.6%&-4.7%	-4.3%&0.9%
33	Oc1c(Cl)cc(Cl)cc1CNc1nccs1	37.2	9.5%	0.5%	-30.2%	-31.9%	-5.9%
34	CCc1nc2ccccc2c(C(=O)OCc2nc3ccccc3c(=O)[nH]2)c1C	12.0	u	x	-7.8%	x	x
35	COc1ccc(NC(=O)Cn2ccc(C(F)(F)F)n2)cc1S(=O)(=O)N1CCOCC1	39.5	u	x	-8.9%	x	x
36	CC1CCCN(C(=O)CSc2nnc(-c3ccncc3)n2C)C1 (stereo not drawn)	28.7	11.5%	8.4%	-17.4%	11.9%	-2.7%
37	CNCc1cc(Cl)cc(OC)c1OC(C)C	21.4	7.2%	-7.9%	-8.5%[2.29 µM]	-4.8%	-2.3%
38	NS(=O)(=O)c1ccc(CNC(=O)/C=C/c2cccc(Cl)c2)cc1	5.3	1.6%	1.9%	-15.3%	2.9%	-6.3%
39	Cc1ccccc1-c1nc(CS(=O)(=O)CC(=O)NC2CC2)c(C)o1	8.2	21.3%	x	9.7%	u	-0.7%
40	COC(=O)c1ccc(OC)c(CSc2nnc(COc3ccccc3)o2)c1	12.9	u	5.0%	-15.1%	-2.6%	-14.2%
41	COc1ccccc1NC(=O)CSc1nc2nccnc2c(=O)n1Cc1cccs1	-21.8	u	-27.1%	87.0%[activator]	-22.3%	-9.4%
42	CSCCCNC(=S)N(C)CC(=O)Nc1ccc(C)cc1	7.5	6.7%	-11.9%	-5.7%	4.8%	-5.0%
43	CCOC(=O)CCn1nc(C)c2c(C)n(-c3ccccc3)nc2c1=O	27.9	x	x	x	4.7%	18.1%
44	COc1ccc(C(=O)NNS(=O)(=O)c2ccccc2)cc1	-18.7	18.9%	3.5%	-4.3%	-1.2%	-13.1%
45	CC(C)CC(=O)Nc1ccc(C(=O)Cn2nc(C(=O)O)c3ccccc3c2=O)cc1	15.1	18.7%	3.3%	-23.2%	2.6%	u
46	CC(C)=CC(=O)OCC(=O)Nc1ccc(Cl)cc1	-20.7	-7.4%	-5.7%	-13.5%	-5.3%	-9.9%
47	COc1ccccc1C(=O)NCCC(=O)N(C)Cc1ccc(C)o1	-10.1	1.7%	x	-4.6%	0.0%	1.0%
48	O=C(OCC(=O)N1CCN(c2ccccc2)CC1)c1cccc([N+](=O)[O-])c1	-14.3	u	x	-3.5%	-3.3%	4.4%
49	COCCCn1c(SCC(=O)NNC(=O)c2cccc(O)c2)nnc1-c1ccncc1	128.3	12.6%	-5.0%	-12.4%	16.5%	4.6%
50	COC(=O)CSc1nnc(CNC(=O)c2ccccc2OC)n1C	-4.8	x	4.0%	0.1%	3.7%	3.3%
51	CCOC(=O)c1c(-c2ccc(C)cc2)csc1NC(=O)c1cc(-c2ccc(Cl)cc2)on1	4.7	x	x	x	1.2%	5.6%
52	O=C(CCCCCN1C(=O)c2ccccc2C1=O)NCc1ccccn1	-37.8	11.5%	-2.1%	2.2%	-18.6%	-4.6%
53	C1CCN(CCCNC2C3CC4CC(C3)CC2C4)C1 (stereo not drawn)	-84.0*	2.51µM*	-4.0%	-15.7%	-4.7%	6.0%
54	CC(=O)Oc1ccc(/C=C(\NC(=O)c2ccco2)C(=O)NCc2ccco2)cc1	-2.8	17.2%	x	14.9%	4.1%	0.8%
55	Cc1noc(-c2ccc(NCc3ccccc3)c([N+](=O)[O-])c2)n1	52.8	x	x	x	-2.5%	-5.0%
56	Cc1cccc(OCc2ccc(-c3nc(C#N)c(NCCN(C)C)o3)o2)c1	38.0	x	x	x	-3.4%	1.1%
57	Cc1cc(=O)oc2c(CN3CC(C)OC(C)C3)c(O)c(Cl)cc12 (stereo not drawn)	31.6	1.3%	-7.6%	-17.0%	x	-5.1%
58	O=C1NC(=Nc2ccc(Cl)cc2)SC1Cc1cc(Cl)ccc1Cl (stereo not drawn)	u	1.4%	0.9%	-29.8%	4.0%	-11.5%
59	c1ccc(-c2nc(-c3ccco3)n3ccccc23)cc1	37.0	u	-23.6%	9.0%	11.2µM*	u
60	CC(=O)/C(=N/Nc1ccccc1)Sc1nnc(CCc2ccccc2)n1-c1ccccc1	-13.0	u	-4.6%	12.7%	-8.1%	-21.8%

The listing continues.
#	SMILES	HCMV antiviral	HCV inh	FBPA Giardia inh	AmpC no deterg	Sm TGR inh	AmpC detergent
61	Cn1c(=O)c2sccc2n2c(CCCC(=O)NCc3ccco3)nnc12	0.9	15.8%	-0.7%	-24.8%	-23.3%	4.7%
62	O=C(CSc1nnc(NC(=O)c2cccc(F)c2)s1)NCC1CCCO1 (stereo not drawn)	25.5	0.6%	x	-3.9%	-24.0%	-8.3%
63	CC1CCCCN1C(=S)Nc1ccc2nc3n(c(=O)c2c1)CCCCC3 (stereo not drawn)	-104.0*	u	-9.3%	-12.0%	u	-0.7%
64	c1ccc2c3c([nH]c2c1)CCNC3	73.7	9.7%	4.4%	-2.8%	-13.0%	-2.2%
65	COc1cc(C(=O)NCCOc2cccc(C)c2)c(Br)c(OC)c1OC	-2.4	u	3.4%	32.0%	-25.5%	u
66	COc1cc(CC(=O)NCc2cccs2)cc(OC)c1OC	34.4	14.3%	5.2%	-9.9%	-12.7%	-13.9%
67	O=C(NC1CCCCCC1)C1CCN(S(=O)(=O)N2CCC3(CC2)OCCO3)CC1	15.5	21.9%	8.2%	-2.6%	6.7%	-3.0%

This is a random part of the collection (roughly 9.9% active in at least one column).
